# AmpC det inh: inhibitors of E. coli AmpC beta-lactamase with detergent | actives 0.09% (n = 71,000) | Potency, µM (titrated, usually from 28.7 µM), for the others: at the highest dose activity change, negative = inhibition | P00811 | purified AmpC, nitrocefin hydrolysis with detergent; active = well fitted curve in the direction sought with a large enough effect
# Target sequence (P00811 whole entry, looked up): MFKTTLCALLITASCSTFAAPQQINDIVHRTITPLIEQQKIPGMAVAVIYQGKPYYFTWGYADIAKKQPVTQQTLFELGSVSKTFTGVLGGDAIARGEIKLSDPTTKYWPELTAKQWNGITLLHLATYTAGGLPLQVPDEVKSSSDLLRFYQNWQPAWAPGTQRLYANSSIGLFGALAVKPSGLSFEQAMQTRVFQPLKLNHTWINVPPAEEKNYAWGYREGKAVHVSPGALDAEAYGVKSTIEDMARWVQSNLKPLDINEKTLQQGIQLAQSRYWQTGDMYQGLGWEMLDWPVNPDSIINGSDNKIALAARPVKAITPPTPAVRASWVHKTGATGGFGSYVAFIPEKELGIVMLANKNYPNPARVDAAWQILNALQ
#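 E. coli AmpC (5.3 nM) in 20 mM phosphate pH 7.0 with 0.01% Triton X-100, preincubated 15 min RT with compound; nitrocefin (2 uL of 800 uM stock) hydrolysis followed by 480 nm absorbance every 20 s over 4 min.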
# * = called active by the depositor; [ ] = another dose, or the depositor's remark. % is scaled to controls: 0 for no effect and ±100 for the full control effect; potency is read from the fitted curve at half-maximal effect. Not all compounds are listed (hit frequency here may not be typical).
SMILES,AmpC det inh
CCOc1ccc(N(CC(=O)NC2CCCC2)C(=O)CCC(=O)Nc2ccccn2)cc1,11%
CNC(=O)[C@H](C)/C=C(\c1cccnc1)C(NC(=O)OCc1ccccc1)c1ccc(C(=O)OC)cc1 (stereo partly drawn),13%
CCN1CCN(c2ncc(C(=O)N3CCN(c4ccccc4OC)CC3)c3ccccc23)CC1,-1%
CC(C)c1cccc2nc3c(c(C(C)(C)C)c12)Cn1c-3cccc1=O,0%
CCOc1ccc(-c2nnc(N(CC)C(=O)C3CCC3)s2)cc1,7%
CC(=O)c1nnn(-c2nc(N3CCCC3)nc(N(c3ccccc3)c3ccccc3)n2)c1C,0%
Cc1noc(C)c1S(=O)(=O)N1CCC(C(=O)Nc2ccc(OC(F)(F)F)cc2)CC1,-2%
CCOc1ccccc1C(=O)Nc1ccccc1C(N)=O,-4%
O=C(OCc1cc(-c2ccccc2)no1)c1ccc2ccccc2n1,-1%
O=C(CN(CC1CCCO1)C(=O)CCC(=O)Nc1nccs1)NCC1CCCO1 (stereo not drawn),1%
O=C(NC1(O)C(=O)c2ccccc2C1=O)c1ccccc1,-4%
Cc1cc(C(=O)CSc2nnc(-c3cccs3)n2Cc2ccccc2)c(C)n1C,-6%
COc1cc(OC)cc(C(=O)NCCn2ccc3ccccc32)c1,13%
CS(=O)(=O)c1ccc(-c2nn[nH]n2)cc1,-2%
Cc1ccc(C(c2sc3ncnn3c2O)N2CCCCC2)cc1 (stereo not drawn),9%
COCCNc1nc(C)nc2c1nc(-c1ccccc1)n2CCN(C)C,9%
CS(=O)CSc1nc2c(cc1C#N)CCCC2 (stereo not drawn),8%
CC1=CCC2(CO)COC(c3ccccc3O)C1C2 (stereo not drawn),9%
CCOC(=O)C1=C(C)NC(=O)NC1c1c(C)nn(-c2ccccc2)c1Cl (stereo not drawn),-1%
CCOC(=O)C1=C(NC(=O)c2ccc(Br)o2)Nc2ccccc2N=C1,-3%
COc1ccc(-c2cc(C(F)(F)F)n3nc(C)cc3n2)cc1,11%
Cc1cc(C)cc(OCC(=O)Nc2cccc(-c3nnc(-c4ccco4)o3)c2)c1,-2%
CCCC(c1nnnn1CC1CCCO1)N1CCN(c2cc(Cl)ccc2C)CC1 (stereo not drawn),-2%
Cc1ccc(C(=O)CSc2nnc(CNc3ccc(C)cc3C)o2)cc1,21%
CCOC(=O)c1c(C)[nH]c(C)c1C(=O)COC(=O)CNC(=O)c1ccc(OCC)cc1,-2%
# Next part:
SMILES,AmpC det inh
N#Cc1c(N)sc2c1CCN(C(=O)OCc1ccccc1)C2,-6%
COC(=O)[C@@]1(Cc2ccc(F)cc2)[C@H]2c3cc(C(=O)N4CCCC4)n(CCc4c[nH]c5ccccc45)c3C[C@H]2CN1C(=O)c1ccccc1,0%
CC(C)CCNc1ncnc2[nH]ncc12,3%[5.75 µM]
Nc1nc2n(n1)C(c1c(F)cccc1Cl)CC(c1ccc(F)cc1)N2 (stereo not drawn),15%
Cc1nn(C)cc1CN(C)C(=O)c1sc2cccc(Cl)c2c1Cl,-8%
CCCCNc1nc2c(c(=O)[nH]c(=O)n2C)n1CCOc1ccccc1,20%
Cc1cccc(NC(=O)C2CCN(S(=O)(=O)c3cccc4cccnc34)CC2)n1,6%
CCOC(=O)COc1ccc2c(c1)C(=O)CC(C)(c1cccnc1)O2 (stereo not drawn),-8%
COC(=O)C(C)NC(=O)C1CCCN1S(=O)(=O)c1cc(C)c(Cl)cc1C (stereo not drawn),-3%
N=C(CC(=O)Nc1ccccn1)c1ccccc1,-4%[5.75 µM]
COc1ccc(N2CCN(Cc3cc(=O)oc4ccc5ccccc5c34)CC2)cc1,0%
COC(=O)[C@@]1(Cc2ccc(F)cc2)[C@H]2c3cc(C(=O)N(C)C)[nH]c3C[C@H]2CN1C(=O)c1ccccc1,-2%
CCOC(=O)c1cc(C#N)c(SCc2ccc(C#N)cc2)nc1C,-11%
O=C(CSc1nnc(-c2ccc(F)cc2)o1)Nc1ccc(S(=O)(=O)N2CCCC2)cc1,-3%
O=C(Nc1cccc(F)c1)N1CC[C@@]2(CCCN(S(=O)(=O)c3ccccc3)C2)C1,-2%
C=CCNC(=O)CC(C)C(CCCCC)C(=O)O (stereo not drawn),0%
O=C(Oc1ccccc1)N1CCC2(CCCN(Cc3nccs3)C2)CC1,0%
COc1ccccc1-c1cc(C(=O)NCc2ccccc2)no1,-3%
C=CCOc1cccc(C2C(C(=O)c3ccco3)=C(O)C(=O)N2Cc2ccncc2)c1 (stereo not drawn),-3%
Cc1cccc(-c2cc3nc4c(c(N5CCOCC5)n3n2)CCCC4)c1,-2%
Cc1ccc(-n2c(SCC(=O)NCC3CCCO3)nc3c(c2=O)SCC3)cc1 (stereo not drawn),9%
CCOC(=O)CC(=O)CSCC(=O)Nc1ccc(C)cc1,-2%
Cc1nn(-c2ccccc2)c(C)c1C(=O)OCC(=O)N1CC(=O)Nc2ccccc21,-5%
Cc1nc2ccccc2n1CCc1nc2c3ccccc3nc(SCC(=O)NCc3ccco3)n2n1,-5%
Cc1ccc(OCCCCn2ccnc2)c(Cl)c1,-2%

# For reference, part of the list above:
SMILES,AmpC det inh
N#Cc1c(N)sc2c1CCN(C(=O)OCc1ccccc1)C2,-6%
COC(=O)[C@@]1(Cc2ccc(F)cc2)[C@H]2c3cc(C(=O)N4CCCC4)n(CCc4c[nH]c5ccccc45)c3C[C@H]2CN1C(=O)c1ccccc1,0%
CC(C)CCNc1ncnc2[nH]ncc12,3%[5.75 µM]
Nc1nc2n(n1)C(c1c(F)cccc1Cl)CC(c1ccc(F)cc1)N2 (stereo not drawn),15%
Cc1nn(C)cc1CN(C)C(=O)c1sc2cccc(Cl)c2c1Cl,-8%
CCCCNc1nc2c(c(=O)[nH]c(=O)n2C)n1CCOc1ccccc1,20%
Cc1cccc(NC(=O)C2CCN(S(=O)(=O)c3cccc4cccnc34)CC2)n1,6%
CCOC(=O)COc1ccc2c(c1)C(=O)CC(C)(c1cccnc1)O2 (stereo not drawn),-8%
COC(=O)C(C)NC(=O)C1CCCN1S(=O)(=O)c1cc(C)c(Cl)cc1C (stereo not drawn),-3%
N=C(CC(=O)Nc1ccccn1)c1ccccc1,-4%[5.75 µM]
COc1ccc(N2CCN(Cc3cc(=O)oc4ccc5ccccc5c34)CC2)cc1,0%
COC(=O)[C@@]1(Cc2ccc(F)cc2)[C@H]2c3cc(C(=O)N(C)C)[nH]c3C[C@H]2CN1C(=O)c1ccccc1,-2%
CCOC(=O)c1cc(C#N)c(SCc2ccc(C#N)cc2)nc1C,-11%
O=C(CSc1nnc(-c2ccc(F)cc2)o1)Nc1ccc(S(=O)(=O)N2CCCC2)cc1,-3%
O=C(Nc1cccc(F)c1)N1CC[C@@]2(CCCN(S(=O)(=O)c3ccccc3)C2)C1,-2%
C=CCNC(=O)CC(C)C(CCCCC)C(=O)O (stereo not drawn),0%
O=C(Oc1ccccc1)N1CCC2(CCCN(Cc3nccs3)C2)CC1,0%
COc1ccccc1-c1cc(C(=O)NCc2ccccc2)no1,-3%
C=CCOc1cccc(C2C(C(=O)c3ccco3)=C(O)C(=O)N2Cc2ccncc2)c1 (stereo not drawn),-3%
Cc1cccc(-c2cc3nc4c(c(N5CCOCC5)n3n2)CCCC4)c1,-2%
Cc1ccc(-n2c(SCC(=O)NCC3CCCO3)nc3c(c2=O)SCC3)cc1 (stereo not drawn),9%
CCOC(=O)CC(=O)CSCC(=O)Nc1ccc(C)cc1,-2%

# (listing goes on)
SMILES,AmpC det inh
Cc1nc2cnc(OCc3ccccc3)nc2n(CCC#N)c1=O,0%
COCCCN(C(C)=O)c1nc(-c2ccccc2)cs1,6%
Cc1cc(=O)oc2cc(OCC#N)ccc12,9%
CN1CCN(c2ccccc2NC(=O)c2ccc(Br)o2)CC1,19%
Cc1ccccc1Cn1c(-c2cncs2)nc2ccccc21,-3%
COc1ccc2c(c1OC)C(=O)N(c1cccc(C(F)(F)F)c1)C2,-2%
COc1cccc(N2CCN(Cc3cccc(Cl)c3)CC2)c1,-9%
O=C(CN(C(=O)CCC(=O)Nc1nccs1)c1ccc(F)cc1)NCc1ccco1,13%
CCn1c(SCC(=O)NCc2cccs2)nnc1-c1ccco1,1%
Cc1cc(C(=O)Nc2ccc(S(=O)(=O)Nc3onc(C)c3C)cc2)cs1,0%
CCOC(=O)C1CCCN(C(=O)C2CCN(S(=O)(=O)c3cccs3)CC2)C1 (stereo not drawn),10%
COCCn1c(=O)cnc2cnc(Oc3ccc(OC)cc3)nc21,1%
Cc1ccsc1C(C(=O)NC1CCCCC1)N(C(=O)c1csnn1)C1CC1 (stereo not drawn),0%
CCN(CC)S(=O)(=O)c1ccc(-c2nnc3sc4cccc(C)c4n23)cc1,14%
COc1cccc(NC(=O)NCc2cccn2C)c1,-6%
O=C(OCC1COc2ccccc2O1)c1c(F)cccc1F (stereo not drawn),-6%
CCCCN(C(=O)c1c(C)[nH]c(C(=O)OCC)c1C)c1ccccc1,-4%
O=C1NCCN1CCNS(=O)(=O)c1ccc2ccccc2c1,-3%
CCOc1ccccc1-n1nnnc1SCC(=O)Nc1cc2oc3ccccc3c2cc1OC,-3%
Cn1c(=O)c2c(nc(NCc3ccccc3)n2CCCc2ccccc2)n(C)c1=O,-1%
Cc1nc(N=Nc2ccc(C(=O)O)cc2)c(COP(=O)(O)O)c(C=O)c1O,-7%
Cc1ccc(-c2nnc3n2N=C(c2ccccc2)CS3)cc1,13%
CN1CCN(C(=O)c2ccc3ccccc3c2)CC1,-3%
CCOCCCNC(=O)C1CCN(C(=O)Nc2ccc(C)cc2)CC1,7%
COCCNc1nc(-c2ccccc2C)nc2ccccc12,10%
# Following part.
SMILES,AmpC det inh
C=CCOC(=O)COc1cc(C)cc2oc(=O)c3c(c12)CCC3,6%
c1nc(N2CCN(Cc3ccc4c(c3)OCO4)CC2)c2[nH]cnc2n1,10%
O=C(CN1C(=O)c2ccccc2C1=O)Nc1ccc(N2CCOCC2)cc1,13%
Cc1cc(-c2nnc3n2CCCCC3)c(C)n1-c1ccccc1,-2%
COc1ccc(CCn2c(N)c(S(=O)(=O)c3cccs3)c3nc4ccccc4nc32)cc1OC,-5%
COc1ccccc1N1CCN(C(=O)C(C)N(c2ccc(C)c(C)c2)S(C)(=O)=O)CC1 (stereo not drawn),-2%
CCOC(=O)c1ccc2[nH]c3c(c2c1)CN(C)CC3,4%
O=C(c1cnccn1)N1CCC[C@@]2(CCN(Cc3cc(C(F)(F)F)cc(C(F)(F)F)c3)C2)C1,0%
CC1CCc2nn(CC(=O)NCCCN3CCOCC3)cc2C1 (stereo not drawn),9%
CCCOC(=O)c1ccc(Oc2c(-c3ccc(OC)cc3O)n[nH]c2C)cc1,-6%
Cc1sc2ncnc(-n3cnc4ccccc43)c2c1C,0%
O=C1CC(Cc2ccccc2)C(=O)N1c1ccc(Cl)cn1 (stereo not drawn),7%
Cc1nc2cnc(N3CCN(C)CC3)nc2n(C2CC2)c1=O,21%
CC(=O)Oc1ccc(/C=C\C(=O)C[C@@H]2O[C@@H](Oc3cc(OC(C)=O)c4c(c3)O[C@@H](c3ccc(OC(C)=O)cc3)CC4=O)[C@H](OC(C)=O)[C@H](OC(C)=O)[C@@H]2OC(C)=O)cc1,1%
CCOC(=O)CC1C(=O)NC2CCCCC2N1C(=O)Nc1ccc(Cl)cc1 (stereo not drawn),-1%
C[C@@H](C(=O)O)/C(=C/c1ccc2c(c1)OCO2)C(=O)O,-7%[5.75 µM]
CCc1nnc(NC(=O)CSc2nnc(Cc3ccccc3)n2-c2ccccc2)s1,-5%
Cc1cccc(CCNC(=O)C2CCN(S(=O)(=O)c3c(C)nn(C)c3C)CC2)c1,-2%
Cn1cc(CNC(=O)C2CCCCC2)cn1,-4%
CCOc1cc(C(=O)NCC(C)CN(C)C)cc(OCC)c1OCC (stereo not drawn),-1%
COC(=O)[C@@]1(Cc2ccccc2)[C@H]2c3cc(C(=O)N(C)C)n(Cc4ccsc4Br)c3C[C@H]2CN1C(=O)c1ccccc1,0%
CCCc1nnc(SCC(=O)O)n1/N=C/c1ccc2c(c1)OCO2,-3%
CC#CCN(CC#CC)S(=O)(=O)c1ccc(S(=O)(=O)N2CCOCC2)cc1,1%
CCOC(=O)c1ccc(NC(=O)Nc2ccn(C)n2)cc1,-3%
Cc1cc(SCC(=O)Nc2ccccc2)nc(C)n1,13%
# Next part.
SMILES,AmpC det inh
O=C(O)C1OC(C(=O)O)C2C1C(F)(F)C2(F)F (stereo not drawn),12%
Cc1nc2c3ccccc3n(CC(=O)c3ccc(F)cc3)c(=O)n2n1,14%
COc1ccccc1N1CCN(C(=O)C2CCN(S(=O)(=O)N3CCOCC3)CC2)CC1,0%
CCOC(=O)c1sc2nc(N3CCOCC3)c3c(c2c1N)CCC3,-1%
O=C1CN(C(=O)COC(=O)C2=COCCO2)c2ccccc2N1,-2%
Cc1ccc2nc(Nc3nc(=O)c4ccccc4n3C)nc(C)c2c1,12%
COC(=O)[C@@]1(Cc2ccc(F)cc2)[C@H]2c3cc(C(=O)N(C)C)n(CCc4ccccn4)c3C[C@H]2CN1C(=O)c1ccccc1,-1%
O=C(CSc1ccc2nnc(-c3cccs3)n2n1)N1CCOCC1,7%
CC1CC(OC(=O)c2ccccc2O)CC(C)(C)C1 (stereo not drawn),12%
C/C(N)=C(/C#N)C(=O)CSc1ncnc2ccccc12,-1%
Cc1cccc(-c2noc(CCCC(=O)Nc3cccnc3)n2)c1,-1%
Cn1c(SCC(=O)Nc2ccc3cn[nH]c3c2)nnc1-c1cnccn1,-1%
O=C(NCCc1nc2ccccc2[nH]1)Nc1ccccc1,-3%
CCOC(=O)CSc1nc2ccccc2c(=O)n1CC,-1%
CN(C)S(=O)(=O)N1CCC(CCCC2CCN(S(=O)(=O)N(C)C)CC2)CC1,2%
CC1CCCCC1NC(=O)c1ccc(N2CCCC2=O)cc1 (stereo not drawn),2%
CCOC(=O)C(C)Sc1nc2c(c(=O)[nH]c(=O)n2C)n1C/C=C(/C)Cl (stereo not drawn),-3%
CC1=C(C(=O)OCCOc2ccccc2)C(c2ccc(C)o2)C2=C(CC(C)(C)CC2=O)N1 (stereo not drawn),4%
CCOC(=O)N1CCN(C(=O)CSc2nnc(-c3c[nH]c4ccccc34)n2CCOC)CC1,7%
O=C(NCCCN1CCOCC1)c1ccc(CS(=O)(=O)Cc2ccccc2Cl)o1,-5%

# From PubChem
